TEAD-YAP inh – TEAD-YAP interaction inhibition; HEK-TIYL cells, TEAD-Gal4/YAP UAS-luciferase luminescence; inhibition, % at 9.12 µM; 640,000 compounds, 1.4% hits; AID 1259422; in the data active = inhibition above about 32%;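 note: 0% = median of test compound wells and 100% = reference inhibitor wells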
MITF inh – blocks human microphthalmia-associated transcription factor; O75030; AlphaScreen MITF homodimerization, bead proximity signal; inhibition, % at 2.6 µM; 650,000 compounds, 0.91% hits; AID 1259374; in the data active = inhibition above about 50%;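 note: 0% = vehicle wells with protein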
Target sequence (O75030 whole entry, looked up): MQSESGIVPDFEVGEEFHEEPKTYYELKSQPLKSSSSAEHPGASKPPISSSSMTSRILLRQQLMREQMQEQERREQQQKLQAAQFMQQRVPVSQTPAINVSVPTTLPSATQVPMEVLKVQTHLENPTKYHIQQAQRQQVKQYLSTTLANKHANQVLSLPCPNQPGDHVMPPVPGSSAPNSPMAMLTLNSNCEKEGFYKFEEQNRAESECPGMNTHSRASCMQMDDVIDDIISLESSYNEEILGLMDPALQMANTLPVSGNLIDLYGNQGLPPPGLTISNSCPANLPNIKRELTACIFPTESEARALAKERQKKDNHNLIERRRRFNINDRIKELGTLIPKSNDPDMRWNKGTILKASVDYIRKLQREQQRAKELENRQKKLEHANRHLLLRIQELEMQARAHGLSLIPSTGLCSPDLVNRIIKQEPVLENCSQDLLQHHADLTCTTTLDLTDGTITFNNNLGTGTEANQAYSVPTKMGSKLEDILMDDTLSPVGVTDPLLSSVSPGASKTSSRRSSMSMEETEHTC
FBW7 act – human FBW7 E3 ligase activation, primary screen; Q969H0; AlphaScreen FBW7–phospho-cyclin E peptide binding, activator screen; normalized activity (activation), % at 26.1 µM; 650,000 compounds, 0.13% hits; AID 1259310; in the data active = normalized activity above about 1.9%;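 note: purified mutant Fbw7 with reduced substrate affinity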
GPR151 activ – human GPR151 activation | Q8TDV0 | 650,000 compounds, 1% hits | activation, % at 11.2 µM | PathHunter beta-arrestin GPR151 cells, luminescence; in the data active = activation above about 4.9%;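 note: 0% = median of compound wells and 100% = cells with positive control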
Target sequence (Q8TDV0 whole entry, looked up): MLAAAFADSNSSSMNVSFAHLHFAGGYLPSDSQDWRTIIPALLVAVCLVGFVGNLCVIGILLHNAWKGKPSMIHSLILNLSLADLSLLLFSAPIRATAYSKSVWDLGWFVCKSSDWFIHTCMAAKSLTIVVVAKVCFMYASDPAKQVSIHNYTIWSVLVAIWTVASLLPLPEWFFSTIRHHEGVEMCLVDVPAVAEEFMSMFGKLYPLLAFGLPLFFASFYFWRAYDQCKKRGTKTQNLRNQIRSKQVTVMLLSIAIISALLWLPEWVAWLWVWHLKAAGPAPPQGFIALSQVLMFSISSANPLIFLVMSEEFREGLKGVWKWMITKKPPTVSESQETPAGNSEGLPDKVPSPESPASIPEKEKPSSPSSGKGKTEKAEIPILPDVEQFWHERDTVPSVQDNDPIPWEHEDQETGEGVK
Numbers without * were called inactive.

compound	TEAD-YAP inh	MITF inh	FBW7 act	GPR151 activ
COc1ccccc1C1(NC(=O)CCn2ccnc2-c2ccccc2)CCCC1	9	4	0.5	0.6
CCOCCC(=O)Nc1nc2c(s1)CCCC2	-33	2	1.0	-0.4
N#Cc1cc2c(nc1N)sc1c(-c3ccc(Br)cc3)c(C#N)c(N)nc12	-4	2	-0.1	-0.8
CCOC(=O)c1c(C)n(-c2ccccc2)c2c1cc(OC(=O)c1ccc(C(C)(C)C)cc1)c1ccccc12	13	-2	-0.1	1.7
Cc1c(C(=O)Nc2c3c(nn2-c2ccccc2)CSC3)cccc1[N+](=O)[O-]	1	-4	0.0	0.3
COc1ccc(C(=O)Nc2sc(C(=O)OC(C)C)c(C)c2C#N)cc1[N+](=O)[O-]	-8	-5	-0.2	0.1
COc1ccc(C(=O)O)cc1S(=O)(=O)N1CCCCC1	8	5	0.0	-0.8
COCCn1c(Cc2cccn2C)nnc1SCC(=O)Nc1ccccc1	-5	-7	-0.2	-0.1
COc1ccc(Cl)cc1C(=O)Nc1nnc(SC)s1	-2	12	0.1	-0.1
O=C(Cc1cn(-c2ccc(N3CCN(c4ccccn4)CC3)nn2)c2ccccc12)NC1CCN(Cc2ccccc2)CC1	-10	-12	0.6	-1.7
CN(C)c1ccc(CN2CCC3(CCC(CNC(=O)C4CCCO4)O3)CC2)cc1 (configuration not stated)	-7	-5	-0.2	-0.9
N#C/C(=C/c1ccc(-c2ccc([N+](=O)[O-])cc2)o1)C(N)=O	15	12	2.4*	0.2
CC1(C)CC(=O)C2=C(C1)N(c1ccc(S(N)(=O)=O)cc1)C(N)=C(C#N)C2c1ccsc1 (configuration not stated)	-5	4	-0.2	0.2
Cc1cc(C(=O)NC(C)c2cnn(-c3ccccn3)c2C)nc(C)n1 (configuration not stated)	-6	-55	-0.1	0.3
O=C(Nc1nc(-c2ccccc2)c(C(=O)c2ccccc2)s1)c1ccc(Br)cc1	1	-1	-0.1	-2.1
O=C1N[C@@H](Cc2ccc(O)cc2)C(=O)N2C[C@@H](NCc3ccsc3)C[C@@H]12	-12	-3	-0.1	0.7
Cc1ccc(-n2c(C)nc3ccc(NC(=O)Cc4cccs4)cc3c2=O)cc1	6	5	-0.2	-0.4
O=C1NC2(CCN(Cc3cccc(Cl)c3)CC2)Oc2ccccc21	4	14	0.1	0.2
CCCCNC(=O)Cn1cnc2c(cnn2-c2ccc(C)c(C)c2)c1=O	5	-1	0.7	-1.8
COc1cc(/C=C/C(=O)O)ccc1OCC(C)C	-14	-15	0.7	-0.2
O=C(NC1CC1)c1cccc(Nc2ccccc2)c1	-14	-14	0.0	0.1
O=C1CCCN1CCCNCc1ccc(OCC(O)CN2CCc3ccccc3C2)cc1 (configuration not stated)	-2	-6	-0.1	2.6
Cc1cccc(C(=O)Nc2cc([N+](=O)[O-])ccc2C)c1	-3	19	0.2	0.1
N#CC1=C(N)OC2=C(C(=O)CCC2)C12C(=O)Nc1ccccc12 (configuration not stated)	0	-3	0.0	3.1
CC1=CC(C)(C)N(C(=O)CSc2nc3ccccc3o2)c2ccc(C(c3ccccc3)(c3ccccc3)c3ccccc3)cc21	-2	16	0.0	-1.4
Cc1cccc(-c2nc(C#N)c(N3CCOCC3)o2)c1	-46	-7	0.3	-1.2
COc1cc(NC(=O)c2cccc(-n3cc(NC(=O)Nc4c(Cl)ccc5c4OCO5)cn3)c2)cc(OC)c1OC	-8	-15	-0.2	-0.1
COc1cccc(CNc2ncc(-c3ccccc3)n2C)c1	-4	28	1.0	0.5
CCOc1cccc(C(c2c[nH]c3ccccc23)c2c[nH]c3ccccc23)c1OC	5	5	0.5	0.3
CC(=N\O)/C(C)=N/NC(=O)CNc1ccc(Cl)cc1	8	12	0.3	0.4
CC(=O)Oc1ccc(/C=C(\C#N)C(=O)Nc2ccc([N+](=O)[O-])cc2Cl)cc1	-8	-4	-0.1	0.8
COc1ccccc1NC(=O)Cn1c2c(c(=O)n(C3CCCCC3)c1=O)CCC2	6	11	0.3	1.6
Nc1nonc1C(=O)NCCNc1ncccc1[N+](=O)[O-]	0	-15	0.0	-0.6
CCOC(=O)C1=C(C)NC2=C(C(=O)C(C(=O)OC)C(C)C2)C1c1cc(Br)c(OC)c(OCC)c1 (configuration not stated)	1	-8	0.1	2.0
CC(C)=CCN1CCN(Cc2cc(F)ccc2-n2nc(C)cc2C)CC1CCO (configuration not stated)	-6	14	-0.1	-1.7
O=C(CCl)NNC(=O)c1ccccc1Cl	3	7	0.0	1.3
CN(Cc1ccccc1)C(=O)CCC1CCN(C(=O)c2cc[n+]([O-])cc2)CC1	0	14	0.4	5.6*
O=C(CN1CCCCC1)Nc1cccc2c1OCO2	-1	25	0.0	-0.2
COc1ccc2nc(SCC(=O)Nc3ccc(Cl)c(C(=O)O)c3)[nH]c2c1	-3	3	0.0	-0.5
CCN(CC)S(=O)(=O)c1ccc(S(=O)(=O)N2C(C)CCCC2C)cc1 (configuration not stated)	-15	-3	0.0	0.4
CCOC(=O)CC(NC(=O)c1cccs1)c1ccccc1Cl (configuration not stated)	4	17	0.2	-1.2
COc1ccc(-c2csc(NC(=O)CCSc3ccccc3)n2)c(OC)c1	1	0	-0.1	0.2
CCn1cc(C(=O)Nc2cc3c(cc2NC(C)=O)OCCO3)c(=O)c2ccc(C)nc21	-1	24	0.9	0.2
OCC1(Cc2ccccc2C(F)(F)F)CCN(Cc2ccccn2)CC1	6	8	-0.3	-1.9
Cc1ccc(S(=O)(=O)OCCCCOS(=O)(=O)c2ccc(C)cc2)cc1	4	5	0.0	0.8
CC1(C)CC(=O)C2=C(C1)NC(=O)CC2c1ccc(F)c(Br)c1 (configuration not stated)	12	12	0.0	-0.2
CC(CO)(CO)N=Cc1c(O)[nH]c(=S)[nH]c1=O	-4	-6	0.2	1.3
Cc1ccc(-c2cc(C(F)(F)F)n3ncnc3n2)cc1	-10	1	-0.2	2.6
COC(=O)c1sc(N2C(=O)C(=O)/C(=C(/O)c3ccc(Cl)cc3)C2c2ccc(F)cc2)nc1C (configuration not stated)	-1	5	0.1	0.0
CCc1ccc(OCC(=O)NCCc2ccc(Cl)cc2)cc1	1	14	0.2	-0.4

Look-ups from the results shown:
Reading for OCC1(Cc2ccccc2C(F)(F)F)CCN(Cc2ccccn2)CC1 in TEAD-YAP inh: 6
Reading for CN(Cc1ccccc1)C(=O)CCC1CCN(C(=O)c2cc[n+]([O-])cc2)CC1 in TEAD-YAP inh: 0

Next part:
compound	TEAD-YAP inh	MITF inh	FBW7 act	GPR151 activ
Cc1cc(NC(=O)CN(c2ccc(F)cc2)S(C)(=O)=O)ccc1Br	-4	9	0.0	1.4
Cn1c(=O)c(C(=O)NCCN2CCOCC2)c(O)c2ccccc21	-13	-14	-0.3	1.0
CCCOc1ccc(C2/C(=C(\O)c3ccc(OCCC)c(C)c3)C(=O)C(=O)N2c2nc(C)c(C(=O)OCC)s2)cc1 (configuration not stated)	-8	-2	0.0	2.1
CCc1ccc2nc(NC3=NCN(CCCOC)CN3)nc(C)c2c1	3	-8	0.0	-0.6
COc1ccccc1N1C(=O)NC(=O)/C(=C\c2ccco2)C1=O	0	62*	-0.6	-0.4
CC(=O)c1ccc(C(=O)NCC2CCC3(CCN(C(=O)CC(C)C)CC3)O2)cc1 (configuration not stated)	15	9	-0.1	-1.1
COc1ccc(C(=O)/C=C\Nc2ccc([N+](=O)[O-])cc2C)c(OC)c1	-7	-10	0.1	-0.2
COc1ccccc1-c1nnc2sc(C3COc4ccccc4O3)nn12 (configuration not stated)	-2	5	0.7	0.4
COc1ccccc1C1CC(=O)NC(SCc2ccccc2)=C1C#N (configuration not stated)	20	-1	0.0	0.7
CC(=O)Nc1cccc(-c2nnc(SCC(=O)NCc3ccc(C)cc3)n2C)c1	4	-4	-0.1	1.5
O=C(Nc1ccc(S(=O)(=O)NCc2ccccc2)cc1)c1ccccc1[N+](=O)[O-]	3	4	-0.2	-1.2
O=C(Nc1ccccc1O)c1cc(S(=O)(=O)N2CCCCC2)ccc1Br	4	-12	0.1	0.0
COc1ccc(-c2cnc3ccc(NC4CCOCC4)nn23)cn1	9	11	0.4	-0.1
Cc1ccccc1N1C(=O)c2ccccc2NC1c1ccncc1 (configuration not stated)	-4	5	-0.2	-0.4
COc1cc(Nc2ccc(-c3ccc4c(c3)OCCO4)nn2)cc(OC)c1OC	-27	8	0.9	1.8
Cc1cc(OCC(=O)Nc2sc(C)c(C)c2C#N)ccc1Cl	3	5	0.0	0.6
Cc1nc(SCC2=C(C(=O)OC(C)C)C(c3ccc(Cl)cc3)C(C#N)=C(N)O2)c(C#N)c(C)c1C (configuration not stated)	-4	0	0.5	-0.7
O=C(c1ccc2[nH]ncc2c1)N1CCC(Oc2ccc(Br)cc2)CC1	28	3	0.2	-0.7
COc1ccc(OC)c(N(CC(=O)N=Nc2c(O)[nH]c3ccccc23)S(C)(=O)=O)c1	6	-6	-0.1	-0.7
CCOC(=O)c1ccc(Oc2nc(NC)nc(OC)n2)cc1	0	14	1.9*	-1.0
Nc1ccc2nc(NC(=O)c3ccccc3)sc2c1	21	8	0.7	-7.4
O=C(NN1C(=O)c2ccccc2C1=O)c1ccn[nH]1	-7	8	0.0	1.7
Cc1cc(NC2CCC(O)CC2)n2nc(-c3cccc(F)c3)cc2n1 (configuration not stated)	-6	-5	-0.1	1.9
CCOC(=O)c1ccc(NC(=S)Nc2ccc(C(=O)N3CCOCC3)cc2)cc1	8	6	0.3	-2.4
CN(C(=O)CCN1C(=O)C2C3C=CC(C3)C2C1=O)c1ccccc1 (configuration not stated)	10	3	0.0	2.4

Some of the entries so far, with each value named:
Cc1cccc(-c2nc(C#N)c(N3CCOCC3)o2)c1
  TEAD-YAP inh: -46; MITF inh: -7; FBW7 act: 0.3; GPR151 activ: -1.2
COc1cc(NC(=O)c2cccc(-n3cc(NC(=O)Nc4c(Cl)ccc5c4OCO5)cn3)c2)cc(OC)c1OC
  TEAD-YAP inh: -8; MITF inh: -15; FBW7 act: -0.2; GPR151 activ: -0.1
COc1cccc(CNc2ncc(-c3ccccc3)n2C)c1
  TEAD-YAP inh: -4; MITF inh: 28; FBW7 act: 1.0; GPR151 activ: 0.5
CCOc1cccc(C(c2c[nH]c3ccccc23)c2c[nH]c3ccccc23)c1OC
  TEAD-YAP inh: 5; MITF inh: 5; FBW7 act: 0.5; GPR151 activ: 0.3

(more compounds)
compound	TEAD-YAP inh	MITF inh	FBW7 act	GPR151 activ
CCNC(=O)N1CCCC2(C1)NCCc1c2[nH]c2ccccc12 (configuration not stated)	7	-4	-0.2	2.5
O=C(N=C1N=C2N=CC=CN2Cc2ccccc21)C1CCCCC1	7	2	0.6	-2.4
CCc1nnc(NC(=O)c2ccccc2NC(=O)c2cccc(NC(=O)C(C)C)c2)s1	5	-2	0.1	2.3
O=c1[nH]c(N2CCOCC2)nc2c1CN(Cc1nnnn1Cc1ccc(F)cc1)CC2	-6	5	0.0	-0.1
Nc1c(S(=O)(=O)O)cc2c3c(cccc13)C(=O)N(CCO)C2=O	-2	72*	-0.2	2.0
CCCCCCc1cc2c3c(c(=O)oc2cc1OCC(=O)OCC)CCC3	3	13	0.4	1.7
CCN(CC)CCC(=O)NC(C)(C)Cc1ccc(O)cc1	7	14	0.4	-0.6
N#CCCN(CCC#N)S(=O)(=O)c1ccc(C(=O)Nc2sccc2C(N)=O)cc1	-15	-6	0.1	-1.7
Cc1ccc2nc(Nc3ccccc3C)c3nncn3c2c1	-21	-4	0.0	0.8
CCOC(=O)CN1CC23C=CC(O2)C(C(=O)NC2CCCCCC2)C3C1=O (configuration not stated)	2	5	0.1	3.5
Nc1nc(N2CCN(Cc3ccc4c(c3)OCO4)CC2)nc2c1ncn2Cc1ccc(C(F)(F)F)cc1	5	0	-0.2	0.1
CCc1ccc(NC(=O)CSc2nc3ccccc3c(=O)n2CC2CCC(C(=O)NCc3ccccc3)CC2)cc1 (configuration not stated)	23	-7	-0.1	0.9
CC(=O)c1c(C(C)=O)c(C)n(NC(=O)c2ccccc2O)c1C	3	-4	-0.1	0.8
O=C1/C(=C/N2CCCCC2)Nc2ccccc21	2	-2	-0.1	-2.3
Cn1c(CNc2cccc(Br)c2)c(C#N)c2ccccc21	-5	2	0.1	0.9
CCc1ccc(CN2CCN(C(=O)c3ccco3)CC2)cc1	-18	51*	-0.4	0.9
CCOC(=O)c1ccccc1NS(=O)(=O)c1cc(Cl)ccc1Cl	5	17	0.0	-0.1
Cc1cc(C)nc(NS(=O)(=O)c2ccc(NC(=O)CSc3nc(C)cc(C)n3)cc2)n1	10	11	0.1	2.3
COc1ccc(CCNC(=O)CCCC(=O)NCCc2ccc(OC)cc2)cc1	1	7	0.1	0.3
Cc1nc2c(C(=O)NCCC3=CCCCC3)c[nH]n2c(=O)c1Cl	5	6	0.1	0.8
COc1ccc2c(c1)NC1(CCN(C(=O)c3cccc(-n4cnnn4)c3)CC1)c1cccn1-2	13	7	-0.2	1.2
Cc1ccc(C(c2nnnn2CCC(C)C)N2CCN(C)CC2)cc1 (configuration not stated)	5	22	0.1	-2.1
CC(C)(C)NC(=O)CCCc1nc(-c2ccccc2)no1	-15	5	0.0	-1.9
Cc1ccc(C2CC(c3cccc(F)c3)n3ncnc3N2)cc1 (configuration not stated)	-2	-6	-0.1	0.7

Screening data from PubChem BioAssay.
